sEH act: soluble epoxide hydrolase activators, primary screen, biochemical, human sEH | Bifunctional epoxide hydrolase 2 (Homo sapiens), P34913 | purified human sEH enzymatic activity, activator screen | activation, % at 2 µM | actives 0.04% (n = 91,000); in the data active = activation above about 37%; note: values of inactives mirror those of a sister screen read the other way
Target sequence (P34913 whole entry, looked up): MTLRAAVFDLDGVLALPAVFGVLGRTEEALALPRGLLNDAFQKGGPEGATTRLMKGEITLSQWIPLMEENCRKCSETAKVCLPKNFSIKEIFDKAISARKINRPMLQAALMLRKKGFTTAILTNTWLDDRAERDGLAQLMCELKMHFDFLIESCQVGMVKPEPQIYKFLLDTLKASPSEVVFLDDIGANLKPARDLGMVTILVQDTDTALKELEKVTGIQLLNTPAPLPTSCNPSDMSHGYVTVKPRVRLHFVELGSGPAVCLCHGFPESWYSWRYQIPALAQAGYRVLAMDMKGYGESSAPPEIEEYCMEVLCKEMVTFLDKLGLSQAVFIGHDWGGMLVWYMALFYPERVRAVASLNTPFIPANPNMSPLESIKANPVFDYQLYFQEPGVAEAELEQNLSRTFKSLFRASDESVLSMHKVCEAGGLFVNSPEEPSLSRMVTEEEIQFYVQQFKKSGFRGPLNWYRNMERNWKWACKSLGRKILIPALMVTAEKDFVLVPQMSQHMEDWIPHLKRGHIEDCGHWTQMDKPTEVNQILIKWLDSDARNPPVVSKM
PostGolgi ctrl: growth inhibition of yeast control strain, primary screen, counter-screen for post-Golgi transport modulator project. inhibition, % at 10 µM. actives 5% (n = 98,000). efflux-deficient yeast background strain, growth absorbance A615, 16 h. AID 738, 2007
sEH inhibitor: soluble epoxide hydrolase inhibitors, primary screen, biochemical, human sEH; Bifunctional epoxide hydrolase 2 (Homo sapiens), P34913; recombinant human sEH enzymatic activity assay; inhibition, % at 2 µM; actives 0.34% (n = 91,000); AID 707, 2007; in the data active = inhibition above about 80%; note: values of inactives mirror those of a sister screen read the other way; many of its hits are not listed in these tables
S1P2 blocker: human S1P2 receptor antagonists, primary screen, cell-based. Sphingosine 1-phosphate receptor 2 (Homo sapiens), O95136. cell-based S1P2 antagonist assay, inhibition at 5 uM. inhibition, % at 5 µM. actives 0.21% (n = 97,000). AID 736, 2007; in the data active = inhibition above about 45%;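 note: CRE beta-lactamase reporter cells expressing human S1P2 stimulated with S1P; 0% = agonist at EC80 alone and 100% = agonist plus reference antagonist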
Target sequence (O95136 whole entry, looked up): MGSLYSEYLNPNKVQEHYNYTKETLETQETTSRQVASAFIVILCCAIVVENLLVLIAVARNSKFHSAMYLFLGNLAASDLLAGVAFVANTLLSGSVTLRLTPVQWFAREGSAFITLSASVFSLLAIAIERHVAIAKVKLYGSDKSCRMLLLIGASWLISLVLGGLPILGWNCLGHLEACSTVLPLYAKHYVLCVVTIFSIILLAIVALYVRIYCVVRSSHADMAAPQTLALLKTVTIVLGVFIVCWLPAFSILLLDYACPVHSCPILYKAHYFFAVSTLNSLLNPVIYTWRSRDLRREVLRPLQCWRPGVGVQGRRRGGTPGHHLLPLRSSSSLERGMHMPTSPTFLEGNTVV
PLAP activator: PLAP enzyme activators, biochemical, luminescence, HTS | Alkaline phosphatase, placental type (Homo sapiens), P05187 | purified PLAP enzyme, luminescent substrate read-out; hits give high values | activation fold at 20 µM | actives 1.2% (n = 96,000) | AID 696, 2007; in the data active = activation fold above about 2
Mac1 fbg inh: inhibitors of CD11b/CD18 adhesion to fibrinogen, primary screen, K562 cells, luminescence; Integrin beta-2 (Homo sapiens) + Integrin alpha-M (Homo sapiens), P05107+P11215; ATPlite luminescence; Mn2+ added to activate the integrin; inhibition, % at 10 µM; actives 0.54% (n = 93,000);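 active = primary inhibition of 50% or more at 10 µM, then 40% or more on retest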; note: some results filed as inactive read as strong as hits
Ecoli WT expand: growth inhibitors of wild-type E. coli, primary screen, strain BW25113, expanded library, OD600; OD600 absorbance; growth inhibition, % at 100 µM; actives 0.15% (n = 98,000);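 active = growth inhibition above about 50% at one test dose, limit read from the data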;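 note: growth measured after 20 h incubation at 37 °C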
S1P2 agonist: S1P2 receptor agonists, primary screen, cell-based; actives 0.46% (n = 97,000); activation, % at 4.5 µM; AID 729, 2007; Sphingosine 1-phosphate receptor 2 (Homo sapiens), O95136; S1P2-expressing cell line, agonist reporter read-out; in the data active = activation above about 16%;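 note: 0% = vehicle low control and 100% = maximal reference agonist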
PostGolgi yeast: phenotypic screen on post-Golgi transport, primary screen; post-Golgi transport phenotypic cell assay; inhibition, % at 10 µM; actives 0.9% (n = 98,000); AID 739, 2007;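 note: yeast cells grown in 1536-well plates; yeast grown about 18 h at 30C before absorbance read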
Starred values were filed as active, the others as inactive; · = not tested or not shown. Cut-off read from the data, not from the text of the source, unless noted: active = inhibition above about 30%; inactive = the rest.

item	Compound	sEH act	PostGolgi ctrl	sEH inhibitor	S1P2 blocker	PLAP activator
1	O=C(CCl)Nc1ccccc1Sc1ccccc1	8	13	-10	-13	0.9
2	COc1ccc(CNC(=O)C(c2cccs2)N(C(=O)c2csnn2)C2CC2)cc1 (stereo not drawn)	11	3	-13	-5	0.9
3	Cn1c(CCNC(=O)c2ccco2)nc2cc(NC(=O)c3ccco3)ccc21	-2	3	4	17	1.1
4	CCOC(=O)Cc1c(C)nc2cc(-c3ccc(Cl)cc3)[nH]n2c1=O	8	1	-5	-13	0.9
5	COc1cccc(CNC(=O)C2CCN(Cc3cnn(-c4ccccc4)c3-n3cccc3)CC2)c1	-73	2	73	1	2.2*
6	CC(C)NC(=O)/C(=N\O)c1ccccc1	11	-2	-11	3	0.9
7	CCCCn1c(CN(C)Cc2ccccc2)nc2c1c(=O)n(C)c(=O)n2C	15	24	-13	-12	1.7
8	CCCn1c(SCC(=O)NC(C)C23CC4CC(CC(C4)C2)C3)n[nH]c1=O (stereo not drawn)	-19	38*	21	6	1.4

item	Mac1 fbg inh	Ecoli WT expand	S1P2 agonist	PostGolgi yeast
1	-11	-2	-3	0
2	3	3	-3	1
3	1	6	-6	6
4	-1	-13	-1	-1
5	20	6	2	2
6	4	1	-6	-2
7	30	-3	-5	0
8	-4	2	-5	-2

Additional structures follow:
item	Compound	sEH act	PostGolgi ctrl	sEH inhibitor	S1P2 blocker	PLAP activator
9	CCOC(=O)C(NC(=O)Nc1cccc(C)n1)(OCC(F)(F)F)C(F)(F)F (stereo not drawn)	-1	16	-1	4	0.8
10	CCOC(=O)c1cc(C#N)c(N2CCCC2)nc1-c1ccccc1	16	13	-17	8	0.9
11	NC(=O)CCS(=O)(=O)CCN1CCCCC1	-12	-3	11	21	0.9
12	CCCN1CCN(CCCNC(=O)Cn2ncc3c4ccccc4n(C)c3c2=O)CC1	23	5	-24	13	·
13	C=CCc1ccc(OCCOc2cccc(/C=N/n3cnnc3)c2)c(OC)c1	-3	·	4	7	·
14	Cc1ccc(C(=O)Nc2nc(-c3cc(Cl)sc3Cl)cs2)cc1	5	-5	-2	4	0.8
15	CCOCCSc1nc2c(c(=O)[nH]c(=O)n2C)n1CCCc1ccccc1	2	12	0	9	1
16	CCCCCC(=O)N/N=C(\C)c1ccccn1	-5	8	5	12	2.4*

item	Mac1 fbg inh	Ecoli WT expand	S1P2 agonist	PostGolgi yeast
9	9	1	-7	-6
10	-10	0	-2	5
11	-5	8	-4	1
12	·	-2	-2	4
13	·	·	-4	·
14	82	-10	-3	-7
15	-16	23	-6	16
16	4	21	-5	-9

(further entries)
item	Compound	sEH act	PostGolgi ctrl	sEH inhibitor	S1P2 blocker	PLAP activator
17	COc1ccc(OC)c(NC2c3ccccc3C(=O)N2Cc2ccc3c(c2)OCO3)c1 (stereo not drawn)	4	25	-5	-5	1.3
18	CC(C)Oc1ccc(C2CNC(=O)C2)cc1 (stereo not drawn)	9	33*	-4	·	0.9
19	O=C(Cc1cccs1)Nc1nc2c(s1)CCCC2	-8	-3	7	12	0.9
20	CCCCCNC(=O)C(C)Sc1ccc(Cl)cc1 (stereo not drawn)	6	2	-6	7	1.1
21	CCN(CC)CCN1C(=O)C(=O)/C(=C(/O)c2c(C)[nH]c(C(=O)OC)c2C)C1c1ccccc1OC (stereo not drawn)	5	-4	-4	-2	1.6
22	CCCC(O)(CCN1CCOCC1)c1ccc(Br)cc1 (stereo not drawn)	6	6	-6	-6	1.4
23	C=CCNC(=O)Cn1nc(-c2ccccc2)ccc1=O	·	-2	·	·	1.1
24	COc1ccc(/C=N\NC(=O)COc2ccccc2Cl)cc1Cn1nc(C)cc1C	8	9	-7	7	1

item	Mac1 fbg inh	Ecoli WT expand	S1P2 agonist	PostGolgi yeast
17	7	-14	-5	-2
18	-8	3	·	-5
19	·	16	-8	35*
20	0	11	-7	3
21	·	3	-3	3
22	-9	-1	-1	3
23	5	4	·	-3
24	-6	-2	-5	-3

Exported as a markdown table: 10 of the compounds above.
| # | canonical_smiles | sEH act | PostGolgi ctrl | sEH inhibitor | S1P2 blocker | PLAP activator | Mac1 fbg inh | Ecoli WT expand | S1P2 agonist | PostGolgi yeast |
| --- | --- | --- | --- | --- | --- | --- | --- | --- | --- | --- |
| 12 | CCCN1CCN(CCCNC(=O)Cn2ncc3c4ccccc4n(C)c3c2=O)CC1 | 23 | 5 | -24 | 13 | · | · | -2 | -2 | 4 |
| 13 | C=CCc1ccc(OCCOc2cccc(/C=N/n3cnnc3)c2)c(OC)c1 | -3 | · | 4 | 7 | · | · | · | -4 | · |
| 14 | Cc1ccc(C(=O)Nc2nc(-c3cc(Cl)sc3Cl)cs2)cc1 | 5 | -5 | -2 | 4 | 0.8 | 82 | -10 | -3 | -7 |
| 15 | CCOCCSc1nc2c(c(=O)[nH]c(=O)n2C)n1CCCc1ccccc1 | 2 | 12 | 0 | 9 | 1 | -16 | 23 | -6 | 16 |
| 16 | CCCCCC(=O)N/N=C(\C)c1ccccn1 | -5 | 8 | 5 | 12 | 2.4* | 4 | 21 | -5 | -9 |
| 17 | COc1ccc(OC)c(NC2c3ccccc3C(=O)N2Cc2ccc3c(c2)OCO3)c1 (stereo not drawn) | 4 | 25 | -5 | -5 | 1.3 | 7 | -14 | -5 | -2 |
| 18 | CC(C)Oc1ccc(C2CNC(=O)C2)cc1 (stereo not drawn) | 9 | 33* | -4 | · | 0.9 | -8 | 3 | · | -5 |
| 19 | O=C(Cc1cccs1)Nc1nc2c(s1)CCCC2 | -8 | -3 | 7 | 12 | 0.9 | · | 16 | -8 | 35* |
| 20 | CCCCCNC(=O)C(C)Sc1ccc(Cl)cc1 (stereo not drawn) | 6 | 2 | -6 | 7 | 1.1 | 0 | 11 | -7 | 3 |
| 21 | CCN(CC)CCN1C(=O)C(=O)/C(=C(/O)c2c(C)[nH]c(C(=O)OC)c2C)C1c1ccccc1OC (stereo not drawn) | 5 | -4 | -4 | -2 | 1.6 | · | 3 | -3 | 3 |

(cont.)
item	Compound	sEH act	PostGolgi ctrl	sEH inhibitor	S1P2 blocker	PLAP activator
25	O=C(CCN1C(=O)C2CC=C(Cl)CC2C1=O)Nc1ccccc1O (stereo not drawn)	·	6	·	·	1.1
26	O=S1(=O)C=C(N2CCOCC2)c2ccccc21	10	9	-10	11	1.2
27	Cc1cc(NC(=O)C2CC(=O)OC2c2ccccc2)no1 (stereo not drawn)	·	-2	·	3	1
28	Cc1cc(C(=O)N2CCN(S(C)(=O)=O)CC2)sc1-c1ccccc1	·	-4	·	·	0.8
29	O=C(c1cc(-c2ccc(Cl)cc2)n(-c2cc(Cl)ccc2Cl)n1)N1CCOCC1	1	43*	2	21	1.3
30	CCOc1nc(NCc2ccco2)nc(Nc2ccccc2F)n1	2	·	-2	-28	·
31	CCn1c(SCc2c(F)cccc2Cl)nnc1-c1ccco1	14	12	-11	3	0.8
32	CCOc1ccc(S(=O)(=O)NCc2csc(C)n2)cc1	0	11	3	-40	1

item	Mac1 fbg inh	Ecoli WT expand	S1P2 agonist	PostGolgi yeast
25	7	7	·	-3
26	1	-13	-6	-1
27	-8	6	0	-2
28	-19	-8	·	-2
29	·	-2	-1	5
30	·	·	3	·
31	-11	0	2	-8
32	12	2	-3	-4

(further entries)
item	Compound	sEH act	PostGolgi ctrl	sEH inhibitor	S1P2 blocker	PLAP activator
33	CCC(=O)Nc1cc(C)c(NC(=O)c2ccco2)cn1	-4	2	6	26	0.9
34	CCCSc1nc2c(cnn2-c2ccc(F)cc2)c(=O)[nH]1	3	23	-4	-14	1.1
35	CCOC(=O)c1c(C)[nH]c(C)c1C(=O)CSc1nnc(-c2ccco2)n1Cc1ccccc1	-5	4	6	-8	1.5
36	CCc1nnc(SCC(=O)N2CCCc3ccccc32)nc1CC	1	4	-3	4	0.9
37	C=CCOC(=O)c1[nH]c2c(c1C)C(=O)CC(c1cc(OC)c(OC)c(OC)c1)C2 (stereo not drawn)	·	13	·	·	1.1
38	O=C(NCC1CCCO1)c1ccccn1 (stereo not drawn)	-8	2	7	-5	·
39	CCOCCc1nnc(NC(=O)C(CC)c2ccccc2)s1 (stereo not drawn)	-16	18	16	12	1.2
40	COc1ccc(-c2nn(-c3ccccc3)cc2C(=O)NCCCn2ccnc2)cc1	11	3	-12	20	2.6*

item	Mac1 fbg inh	Ecoli WT expand	S1P2 agonist	PostGolgi yeast
33	-7	7	-6	10
34	1	-4	-6	-1
35	19	-21	-3	1
36	-16	5	1	3
37	0	-7	·	-8
38	·	-15	-5	-2
39	-2	-1	-6	6
40	-15	-3	-4	7

The list continues.
item	Compound	sEH act	PostGolgi ctrl	sEH inhibitor	S1P2 blocker	PLAP activator
41	CCN(CC)CCNC(=O)C1c2cc(OC)c(OC)cc2C(=O)N2CCc3ccccc3C12 (stereo not drawn)	·	-2	·	-9	1.5
42	COCCN(C(=O)Cn1nnc2ccccc21)C(C(=O)NC1CCCC1)c1cccc(OC)c1OC (stereo not drawn)	6	10	-7	-24	1.3
43	Cc1cc2oc(C(=O)NCc3ccncc3)c(C)c2cc1C	-12	36*	11	8	1.6
44	Cc1ccc(C(=O)Nc2ccccc2C(=O)N2CC3(C)CC2CC(C)(C)C3)cc1 (stereo not drawn)	-1	41*	3	-4	1.4
45	CCc1ccccc1NC(=O)N[C@H](C(=O)O)C(C)CC (stereo partly drawn)	9	2	-12	-8	0.9
46	O=C(Nc1ccc(-c2nc3ccccc3o2)c(O)c1)c1cc(-n2cnnc2)ccc1Cl	5	19	-7	-8	0.9
47	CCOC(=O)CSc1nc(N2CCOCC2)c2c(c1C#N)CC(C)(C)N(C)C2	·	1	·	1	1.2
48	O=C(CCc1ccc(S(=O)(=O)N2CCOCC2)cc1)N1CCN(Cc2ccc3c(c2)OCO3)CC1	-18	8	17	-9	1.4
49	CCOC(=O)Cn1nc(-c2ccc(F)cc2)oc1=O	6	-11	-8	-7	0.9
50	CCCC(=O)c1ccc(N2CCN(C(=O)c3ccccc3Br)CC2)c(F)c1	5	16	-5	7	1
51	CCOC(=O)N1CCN(C(=O)CN(c2ccc(C)c(C)c2)S(=O)(=O)c2ccccc2)CC1	·	-3	·	-5	1.5

item	Mac1 fbg inh	Ecoli WT expand	S1P2 agonist	PostGolgi yeast
41	·	4	-6	3
42	0	-1	-5	6
43	24	4	-5	-7
44	-36	-8	-3	2
45	-8	-5	0	0
46	5	-9	3	-12
47	10	-5	-10	-2
48	-19	3	-5	10
49	-34	-1	-3	0
50	79	-17	-5	3
51	-6	-1	-2	11

From PubChem BioAssay
